CHO-K1 Ca ag: nonselective activator or artifact in parental CHO-K1 cells. Fluo-8 calcium fluorescence; scaled to maximal ATP response, vehicle zero. activation, % at 3 µM. 0.48% of 360,000 active. AID 602248; in the data active means activation above about 15%;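 further: untransfected CHO-K1 host cells lacking M1 receptor as counterscreen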
OXTR potentiate: human OXTR potentiation; P30559; CHO-OTR cells, Fluo-8 calcium fluorescence, potentiator mode; 0% = oxytocin EC15, 100% = EC100; activation, % at 3 µM; 0.061% of 320,000 active;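 active means activation above that plate's cutoff, the mean activation of tested compounds plus 3 SD, cut at about 6.6% in these data, passing the limit was not always enough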;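 further: 100% uses oxytocin at 75 nM as the full agonist control; some results filed as inactive read as strong as hits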
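Replication – single well per compound, singlicate · Assay system – CHO cell line stably expressing human OTR · Timing – 6 min pre-incubation, 100 s read · Measure – normalized max/min fluorescence ratio, % activation · Doses – 3.0 µM, one dose · Detection – Fluo-8 calcium dye fluorescence · Probe or stimulus – oxytocin near EC15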
TAAR1 antagonist: human TAAR1 antagonism; inhibition, % at 3 µM; CHO RD-HGA16 TAAR1, Fluo-8 calcium fluorescence, antagonist; Q96RJ0; 1.5% of 360,000 active;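 active means inhibition above a per-plate cutoff, the mean inhibition of test compounds on that plate plus 3 SD, cut at about 49% in these data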;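 further: 0% = DMSO plus EC80 beta-PEA response and 100% = DMSO alone without agonist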
Target sequence (Q96RJ0 whole entry, looked up): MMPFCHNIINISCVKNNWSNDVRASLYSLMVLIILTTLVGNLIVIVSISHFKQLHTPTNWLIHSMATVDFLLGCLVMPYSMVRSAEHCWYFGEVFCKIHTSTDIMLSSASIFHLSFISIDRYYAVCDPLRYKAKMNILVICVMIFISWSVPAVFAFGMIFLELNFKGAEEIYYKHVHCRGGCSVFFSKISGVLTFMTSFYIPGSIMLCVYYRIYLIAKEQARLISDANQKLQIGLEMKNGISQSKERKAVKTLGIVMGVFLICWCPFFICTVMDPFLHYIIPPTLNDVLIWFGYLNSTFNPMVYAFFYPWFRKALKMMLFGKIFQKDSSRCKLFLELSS
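Test system – hTAAR1-expressing CHO RD-HGA16 cells, Gα16-coupled · Also added – β-PEA at EC80 concentration, post-compound challenge · Compound – 3 µM, single point · Incubation – dye loading 75 min at 37 °C, then 30 min room temperature · Measured by – Fluo-8 intracellular calcium dye fluorescence, real-time kinetic reads · Benchmarks – vehicle and agonist controls · Replicates – singlicate, one well per test compound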
CHO parental Ca: counter-screen for OX1R antagonists: effect in parental CHO cells. inhibition, % at 5.6 µM. 0.63% of 330,000 active. parental CHO-K1, ATP-induced calcium, Fluo-8 fluorescence. AID 463079;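 active means inhibition above that plate's mean sample inhibition plus 3 SD, cut at about 26% in these data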;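 further: 0% = ATP-challenged DMSO wells and 100% = DMSO wells without ATP; some compounds past the cut are filed as inactive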
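Assay system: untransfected parental CHO cell line. Also added: ATP agonist challenge. Dosing: one dose, 5.6 µM nominal. Measured by: Fluo-8 fluorescence. Read-out: % inhibition. Benchmarks: ATP wells versus no-ATP DMSO wells. Repeats: no replicates.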
M1 ag: human M1 muscarinic receptor agonism | CHO-K1 hM1, Fluo-8 calcium fluorescence, agonist mode; 0% DMSO, 100% acetylcholine EC100 | activation, % at 3 µM | 0.33% of 360,000 active | AID 588814;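 active means activation above the run's mean compound activation plus 3 SD, cut at about 16% in these data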;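 further: peak over basal fluorescence ratio within a 140 s kinetic read after compound addition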
CHO-K1 Ca antag: nonselective inhibitor or artifact in parental CHO-K1 cells. ATP-induced calcium, Fluo-8 fluorescence. inhibition, % at 3 µM. 0.6% of 360,000 active;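 active means inhibition above a per-plate cutoff, the plate's mean sample inhibition plus 3 SD, cut at about 24% in these data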;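 further: 0% = DMSO plus EC80 ATP and 100% = DMSO alone without ATP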
TAAR1 ag: agonists of human TAAR1; 0.99% of 360,000 active; CHO RD-HGA16 TAAR1, Fluo-8 calcium fluorescence; vehicle wells 0%, saturating PEA agonist 100%; activation, % at 3 µM; AID 624467;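 active means activation above the mean activation of all test compounds in the run plus 3 SD, cut at about 38% in these data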
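System: CHO-derived RD-HGA16 cells with stable Gα16 and human TAAR1 / Times: 17-24 h plating, Fluo-8 75 min 37 °C, 30 min RT / Technique: calcium-sensitive Fluo-8 signal, excitation 470-495, emission 515-575 nm / Measure: % activation relative to PEA EC100 response / Benchmarks: DMSO and PEA EC100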
CHO-K1 Ca PAM: counter-screen for M1 PAMs: effect in parental CHO-K1 cells | ATP EC20, Fluo-8 calcium fluorescence; 0% at ATP EC20, 100% at ATP max | activation, % at 3 µM | 0.02% of 360,000 active;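 active means activation above the run cutoff, the mean activation of all test compounds plus 3 SD, cut at about 40% in these data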;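 further: peak over basal fluorescence ratio in a 140 s read after ATP addition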
V1aR counter: activates human V1a receptor in oxytocin agonist counter-screen; P37288; CHO-V1R cells, Fluo-8 calcium fluorescence, agonist mode; 0% DMSO, 100% 3 nM vasopressin; activation, % at 3 µM; 0.25% of 320,000 active; AID 2797;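 active means activation above the mean activation of all tested compounds plus 3 SD, per screening run, cut at about 20% in these data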;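 further: signal is peak over basal fluorescence ratio across a 100 second FLIPR read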
Target sequence (P37288 whole entry, looked up): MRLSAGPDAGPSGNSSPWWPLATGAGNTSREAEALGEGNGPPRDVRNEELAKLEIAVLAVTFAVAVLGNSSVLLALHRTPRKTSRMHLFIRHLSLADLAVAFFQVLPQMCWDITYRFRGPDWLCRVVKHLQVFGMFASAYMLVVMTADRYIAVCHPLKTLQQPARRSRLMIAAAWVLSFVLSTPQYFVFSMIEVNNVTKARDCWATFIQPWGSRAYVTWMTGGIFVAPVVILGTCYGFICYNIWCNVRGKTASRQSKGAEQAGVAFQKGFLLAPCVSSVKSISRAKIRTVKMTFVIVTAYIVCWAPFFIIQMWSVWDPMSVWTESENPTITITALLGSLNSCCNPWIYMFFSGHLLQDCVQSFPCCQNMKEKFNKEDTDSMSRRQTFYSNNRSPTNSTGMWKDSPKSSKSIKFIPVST
The depositor's hits bear a star; x = no result given.

Every second line gives: CHO-K1 Ca ag	OXTR potentiate	TAAR1 antagonist	CHO parental Ca	M1 ag	CHO-K1 Ca antag	TAAR1 ag	CHO-K1 Ca PAM	V1aR counter
CC(C)Oc1cccc(C(=O)C2CCCN(C(=O)c3noc4c3CCCC4)C2)c1 (stereo unspecified)
→ 2.2	3	2	-26	-9	-2	4	20	1.2
Cc1cc(/C=N/n2cnnc2)c(C)n1-c1ccc2c(c1)OCO2
→ 1.4	-5	-8	-12	-6	-14	21	5	1.5
C[C@H]1CN([C@@H](C)CO)C(=O)CCCn2nncc2CO[C@@H]1CN(C)Cc1ccccc1
→ 1.4	x	-3	x	-8	-11	2	27	x
O=C(NCCN1CCOCC1)C(=O)NCC1OCCN1S(=O)(=O)c1ccccc1 (stereo unspecified)
→ -0.3	3	-11	-7	-2	4	1	-2	0.5
O=C(C1CCCN(Cc2ccccc2F)C1)N1CCCCC1 (stereo unspecified)
→ 0.1	-2	-8	-10	-10	-4	-1	-9	0.9
Cc1ccc(-c2cc(=O)[nH]c3ccccc23)cc1
→ 0.2	-4	-2	-25	3	-9	20	11	-1.7
CC(CC(C)C(=O)Nc1ccccc1C(C)(C)C)C(=O)O (stereo unspecified)
→ -0.1	-6	-13	-3	-2	6	4	2	-0.3
O=C(COC(=O)c1ccc(S(=O)(=O)NCc2ccco2)cc1)NCc1ccc(F)cc1
→ 0.7	-6	-19	-13	0	-1	6	-2	2.9
COc1ccc(C(C)(O)c2nc(-c3ccncc3)cs2)cc1 (stereo unspecified)
→ 4.9	x	4	x	2	1	0	-8	x
Cn1c(CN2CCCC2)nc2cc(NC(=O)COc3ccccc3)ccc21
→ 0.9	-10	-2	-10	-4	-12	9	14	1.4
COc1ccc(C(=O)COC(=O)c2ccccc2O)c(OC)c1
→ 0.6	-11	-8	0	2	1	1	-19	1.6
CCOC(=O)C1CSc2[nH]c(=O)sc2C1c1ccccc1 (stereo unspecified)
→ 1.3	2	-6	-9	-5	-3	3	17	-0.5
Cn1cccc1Cc1nnc(SCC(=O)N2CCCc3ccccc32)n1-c1ccc(F)cc1
→ 0.0	-2	-20	-29	-9	-1	4	4	-0.2
COc1ccc(-c2n[nH]c(=S)n2N)c(OC)c1
→ -0.1	-2	11	-3	-3	-9	2	10	-0.3
Cc1cn(-c2ccc(Br)cc2)[nH]c1=O
→ -0.1	-7	0	-10	-7	-16	-1	4	1.1
CC(=O)Oc1cccc(NC(=O)c2cccc(C(=O)Nc3cccc(OC(C)=O)c3)c2)c1
→ 4.8	-9	69*	-9	-1	1	9	10	2.6
CCOCC(=O)Nc1nnc(COC)s1
→ 0.6	-5	6	-1	-1	-8	8	7	0.4
Cn1c(=O)n(C)c2cc([N+](=O)[O-])c(N3CCN(C(=O)c4ccc(F)cc4)CC3)cc21
→ 2.4	-12	10	-15	-4	-15	7	8	6.8
COc1cc(Cl)c(C)cc1NC(=O)c1ccccc1NC(=O)CN1CCN(c2ccccn2)CC1
→ 0.2	x	36	x	-5	-14	4	9	x
CCCCn1nnc(NC(=S)NC(=O)c2cccs2)n1
→ -0.3	-4	-19	-11	-5	-5	-1	18	0.7
CCOc1cccc(=O)c2c(C)n(CC3CCCO3)c(C)c12 (stereo unspecified)
→ 1.0	-1	-3	-13	-6	-3	3	22	-0.7
Cc1cc2oc(C(=O)Nc3ccc(S(=O)(=O)Nc4ncccn4)cc3)cc(=O)c2cc1Cl
→ 0.2	-11	-6	-8	-4	-8	-1	7	0.2
CNc1c([N+](=O)[O-])cnn1-c1ccccc1F
→ 0.2	9	-4	-7	-7	-13	3	20	-0.3
CCOC(=O)C1(Cc2ccccc2C(F)(F)F)CCN(CC(O)CO)CC1 (stereo unspecified)
→ 0.6	-2	2	-17	-5	-1	5	4	1.7
Cc1cccc(NC(=O)c2cc(-c3ccccn3)nc3ccccc23)c1C
→ 6.4	-4	70*	-23	-1	20	8	8	-1.1
CCOc1ccc(N(CC)C(=O)CCNC(=O)Cn2ccc3ccccc3c2=O)cc1
→ 0.6	-11	-10	-15	-5	-11	0	20	-1.3
COc1ccccc1N(C)S(=O)(=O)c1ccc(C(=O)NC2CCCCCC2)cc1
→ 8.8	-3	2	-26	0	-10	5	4	3.0
COc1cccc(NC(=O)c2ccc3c(c2)N(CC(=O)N2CCCCC2)C(=O)C(C)(C)O3)c1
→ 1.0	-15	13	-9	-3	19	9	-6	-0.4
CC1(C(=O)NS(=O)(=O)c2cccc(C#N)c2)CCN1C(=O)C1(c2ccc(Cl)cc2)CCC1 (stereo unspecified)
→ 0.3	x	-7	x	0	-11	3	10	x
O=C(Nc1ccc(C(=O)O)cc1)Nc1ccc(F)cc1F
→ 0.2	-5	16	-9	-7	-7	1	10	-0.1
CCOc1c(Cl)cc(/C=N/NC(N)=S)cc1OC
→ 0.1	-2	3	-14	-3	2	11	-10	-0.3
Cc1cc(C(=O)OCC(=O)c2cccs2)ccc1[N+](=O)[O-]
→ 1.7	x	2	x	-3	6	5	10	x
CN(C)S(=O)(=O)c1ccc2c(c1)nc(CCC(=O)NCc1ccc(Cl)cc1)n2C
→ -0.3	1	8	-9	-14	6	6	9	0.6
Cc1ccc(S(=O)(=O)NC(CC(=O)O)c2ccc(F)cc2)cc1 (stereo unspecified)
→ 1.1	-1	-7	-4	-2	-9	0	8	0.6
Cc1ccc(S(=O)(=O)N2CCN(C(=O)C3CCCO3)CC2)cc1C (stereo unspecified)
→ 9.2	-3	-9	0	-1	3	3	14	-0.7
COc1cc(NC(=O)C(C)Oc2ccccc2)c(OC)cc1NC(=O)c1ccccc1 (stereo unspecified)
→ -0.3	-3	x	-25	4	24*	x	-24	0.1
Cc1ccc(-c2cnc(NC(=O)c3cccc(Br)c3)s2)c(C)c1
→ -0.6	0	10	-20	-5	-5	1	-9	1.2
CCN(CC)S(=O)(=O)c1cccc(C(=O)NCCCn2ccnc2)c1
→ 0.5	-1	-17	-5	-1	-12	3	17	0.7
OC(CN1CCCC(C(F)(F)F)C1)c1ccccc1 (stereo unspecified)
→ 0.3	3	7	11	2	-18	0	-8	0.5
CCC(C)(C)NC(=O)C(c1ccccc1Cl)N(C(=O)CCC(=O)Nc1cc(C)on1)C(C)(C)C (stereo unspecified)
→ -1.0	-4	-19	-13	1	-9	3	10	1.3
CC(C)C(NC(=O)c1ccc(C(C)(C)C)cc1)C(=O)Nc1cccc(S(N)(=O)=O)c1 (stereo unspecified)
→ -0.1	-7	-25	-9	-9	0	0	-7	-0.4
N/C(=N\OC(=O)c1ccc(Cl)cc1Cl)c1cccnc1
→ 0.9	-3	1	-9	-7	-2	0	16	0.1
COc1ccc(N2CCN(c3ncnc4c3cnn4-c3ccc(C)cc3C)CC2)cc1
→ 3.8	-11	18	2	3	-14	1	23	5.1
CC(CC(=O)NC1CCCCC1)S(=O)(=O)c1ccc2c(c1)CCN2C(=O)C1CC1 (stereo unspecified)
→ 1.2	-4	-12	-7	-4	-11	-2	27	-0.3
Cc1c(CN(C)C(=O)CSc2nc(-c3ccco3)cc(C(F)(F)F)n2)cnn1C
→ 1.7	2	3	-25	-3	-1	2	1	1.5
COc1ccccc1-n1ccnc(SCC(=O)NCCc2ccccc2)c1=O
→ 1.7	-9	-15	-8	-3	-3	3	6	-1.4
O=C(COC(=O)CNC(=O)c1ccccc1)NCc1ccc2c(c1)OCO2
→ 0.3	-9	-4	-9	-2	5	-1	9	-0.7
Cc1nccn1-c1ccc(NC(=O)[C@H]2O[C@@H](n3cnc4c(N)ncnc43)[C@H](O)[C@@H]2O)cc1
→ 0.8	x	x	x	-7	-15	x	15	x
Cc1cccc(C)c1OC(=O)CN1C(=O)c2ccccc2C1=O
→ 0.6	-6	9	-4	0	-10	5	-4	0.2
COc1ccccc1NC(=S)NC(=O)C(C)(C)C
→ -0.7	-1	-3	-18	-7	-14	-1	19	-1.3
C=CCOc1ccc(CN(C)C(=O)c2ccc(CNS(=O)(=O)c3ccc(C)c(C)c3)cc2)cc1
→ 2.3	-6	40	-15	0	8	6	-1	9.2
Clc1ccc(CNCCC2=CCCCC2)cc1
→ 2.6	-3	1	-11	-3	-11	15	28	0.8
Cc1ccccc1OCC(=O)NS(=O)(=O)c1ccc(Cl)cc1
→ -0.1	-6	-2	-8	1	-2	11	-22	-0.1
Nc1nc(Nc2ccccc2)nc(N2CCCC2)c1[N+](=O)[O-]
→ -1.1	-6	-33	-18	-7	-8	-1	12	-1.1
c1nc(NCc2ccc3c(c2)OCO3)c2cc(-c3ccc4c(c3)OCCO4)ccc2n1
→ -1.3	-7	0	-17	-13	6	14	-23	-1.5
